# AID2073 – inhibitors of Mint1-CaV2.2 protein interaction, biochemical, HTRF (AID 2073); HTRF protein-protein interaction, Mint1-CaV2.2; higher % means a stronger effect; 290,000 tested, 0.19% active; inhibition, % at 20 µM, or IC50 in µM where a hit was titrated; in the data active means inhibition mostly above about 51%, no sharp cut-off; inconclusive means no clear call, values can overlap the other calls; inactive means mostly below about 53%; further: some results filed as inactive read as strong as hits
# HIV fusion peptide – inhibitors of HIV fusion peptide binding, primary screen, biochemical, uHTS, fluorescence dequenching (AID 1986); 290,000 tested, 0.3% active; cell-free peptide binding, fluorescence dequenching, 30 min; higher % means a stronger effect; inhibition, % at 20 µM, or IC50 in µM where a hit was titrated; in the data active means inhibition mostly above about 52%, no sharp cut-off; inactive means mostly below about 76%; further: some results filed as inactive read as strong as hits
# Numbers without * were called inactive; ? = inconclusive. Only part of the results is shown (hit frequency here may not be typical).
# The first 13 records, ahead of the listing:
SMILES,AID2073,HIV fusion peptide
CN(c1ccc(C(=O)N2CCCCC2)cc1)S(=O)(=O)c1cccs1,7%,0.7%
CNc1nc2c(c(=O)n(C)c(=O)n2C)n1CCCc1ccccc1,6%,1.6%
COc1cccc(C(=O)N2CCN(Cc3ccccn3)CC2)c1,12%,0.3%
O=C(NC1CC1)C1CCN(C(=O)c2ccccc2Cl)CC1,3%,-1.0%
COc1ccc(Cl)cc1NC(=O)CN1CCC(NC(=O)C2CC2)CC1,4%,-0.4%
Cc1cc(NC(=O)c2ccc3[nH]c(C)c(C)c3c2)ccn1,9%,-1.7%
Cc1ccc2nsnc2c1NC(=O)c1ccc([N+](=O)[O-])o1,4%,0.6%
CN(C)c1ccc(NC(=O)CN2CCc3ccccc3C2)cc1,-5%,-2.9%
CC(C)OCCCNC(=O)CN1C(=O)COc2ccc(S(=O)(=O)N3CCCCCC3)cc21,3%,-1.0%
CC(=O)c1cccc(-n2c(CCC(=O)O)ccc2-c2ccc(C)cc2)c1,24%,3.2%
CN(C)CCNC(=O)Cn1ccc2cc(S(=O)(=O)N3CCCCCC3)ccc21,-6%,-0.7%
Cn1c(=O)c2sccc2n2c(CCCC(=O)N3CCN(c4ccccn4)CC3)nnc12,8%,-1.4%
CC(C)(C)OC(=O)[C@H](Cc1ccccc1)NC(=O)c1nc[nH]c1C(=O)N1CCN(C(=O)OC(C)(C)C)CC1,3%,-0.5%

# The whole of this part, from the start:
SMILES,AID2073,HIV fusion peptide
CN(c1ccc(C(=O)N2CCCCC2)cc1)S(=O)(=O)c1cccs1,7%,0.7%
CNc1nc2c(c(=O)n(C)c(=O)n2C)n1CCCc1ccccc1,6%,1.6%
COc1cccc(C(=O)N2CCN(Cc3ccccn3)CC2)c1,12%,0.3%
O=C(NC1CC1)C1CCN(C(=O)c2ccccc2Cl)CC1,3%,-1.0%
COc1ccc(Cl)cc1NC(=O)CN1CCC(NC(=O)C2CC2)CC1,4%,-0.4%
Cc1cc(NC(=O)c2ccc3[nH]c(C)c(C)c3c2)ccn1,9%,-1.7%
Cc1ccc2nsnc2c1NC(=O)c1ccc([N+](=O)[O-])o1,4%,0.6%
CN(C)c1ccc(NC(=O)CN2CCc3ccccc3C2)cc1,-5%,-2.9%
CC(C)OCCCNC(=O)CN1C(=O)COc2ccc(S(=O)(=O)N3CCCCCC3)cc21,3%,-1.0%
CC(=O)c1cccc(-n2c(CCC(=O)O)ccc2-c2ccc(C)cc2)c1,24%,3.2%
CN(C)CCNC(=O)Cn1ccc2cc(S(=O)(=O)N3CCCCCC3)ccc21,-6%,-0.7%
Cn1c(=O)c2sccc2n2c(CCCC(=O)N3CCN(c4ccccn4)CC3)nnc12,8%,-1.4%
CC(C)(C)OC(=O)[C@H](Cc1ccccc1)NC(=O)c1nc[nH]c1C(=O)N1CCN(C(=O)OC(C)(C)C)CC1,3%,-0.5%
COCCCNC(=O)Cn1c(=O)n(Cc2ccc(F)cc2)c(=O)c2sccc21,-11%,-0.6%
COc1ccccc1N1C(=NC(=O)CCC2CCCC2)SC2CS(=O)(=O)CC21 (centres undefined),7%,1.1%
COc1cc(NC(=O)CN(C)S(=O)(=O)c2ccc3c(c2)CC(C)N3C(C)=O)cc(OC)c1 (centres undefined),0%,-0.1%
CC(C)(C)c1ccc(C(=O)NN=C2CCCC2)cc1,11%,-2.5%
COc1ccc(N2CCN(C(=O)CCCNC(=O)Cn3cnc4sc(C)c(C)c4c3=O)CC2)cc1,-5%,-1.2%
O=C(c1ccc(Br)cc1)N1CCC(C(=O)N2CCN(Cc3ccccc3)CC2)CC1,9%,-2.0%
CCC(C)[C@H](NC(=O)OC(C)(C)C)C(=O)NCC1CCC(C(=O)N[C@@H](Cc2ccccc2)C(=O)O)CC1 (some centres undefined),3%,1.6%
CCC1CCCCN1C(=O)/C=C/c1ccc2c(c1)OCO2 (centres undefined),8%,0.6%
COCCC(=O)N1CCC(C(=O)Nc2ccc(Oc3ccccc3)nc2)CC1,13%,1.2%
Cc1ccccc1-c1nc(CS(=O)(=O)CC(=O)N2CCCCC2)c(C)o1,?,-0.7%
Cc1ncoc1C(=O)N1CCCC(N2CCN(c3ccccc3F)CC2)C1 (centres undefined),7%,-1.5%
CCOc1ccccc1CNS(=O)(=O)c1ccc2c(c1)C(C)(C)C(=O)N2C,3%,2.9%
O=C(NCc1ccc(F)cc1)c1ccc(Cl)c(NC2=NC3CS(=O)(=O)CC3S2)c1 (centres undefined),-4%,0.0%
O=C(O)c1ccc(OCCN2CCCC2=O)cc1,16%,-1.1%
CN(C)S(=O)(=O)c1ccc2c(c1)C(=NO)c1cc(S(=O)(=O)N(C)C)ccc1-2,18%,0.9%
CC(=O)NC(Cc1ccccc1F)C(=O)NC1CCN(C(=O)NCc2ccccc2)CC1 (centres undefined),0%,-0.6%
O=S1(=O)CCOC[C@H](c2ccccc2)N1Cc1ccccc1,8%,1.8%
CCOC(=O)c1[nH]c2ccc(F)cc2c1NC(=O)c1ccccc1C(=O)O,-1%,1.6%
COc1ccc2c(c1OC)c(=O)n1c3ccc(OC(C)C(=O)NCCCN4CCOCC4)cc3c3ccnc2c31 (centres undefined),25%,1.4%
O=C(c1ccc(Cl)c(S(=O)(=O)N2CCCC2)c1)N1CCCCC1,8%,-0.1%
CC1CCCC(C)N1C(=O)CSc1ccc(-c2ccc3c(c2)OCCO3)nn1 (centres undefined),7%,-0.2%
CC(=O)N1CCN(C(=O)c2ccc3c(c2)S(=O)(=O)c2ccccc2C3=O)CC1,4%,-1.9%
COc1cccc(CNC(=O)CCCCCNC(=O)N2CCn3c2nc2ccccc23)c1,2%,-0.8%
CCC1C(=O)C(C)(C)C(=O)OC1c1ccc([N+](=O)[O-])cc1 (centres undefined),5%,-1.4%
COc1cc(NS(=O)(=O)c2cn(C)cn2)cc(OC)c1,13%,-1.2%
O=C(Nc1c(-c2ccc(F)cc2)nc2ccccn12)c1ccc(F)cc1,12%,0.9%
O=C1CNc2ccc(C(=O)N3CCN(c4ccccn4)CC3)cc2N1,0%,1.3%
CCOC(=O)NCc1ccccc1,5%,1.8%
COCCN(C(=O)CNC(=O)c1ccco1)C(C(=O)NC1CCCC1)c1ccc(OC)cc1 (centres undefined),3%,1.7%
CC(=O)Nc1ccc(S(=O)(=O)N2CCCC2C(=O)Nc2ccc(F)cc2)cc1 (centres undefined),10%,-0.4%
O=C(CSc1nc(-c2ccccc2)c(-c2ccccc2)o1)NCCCO,10%,0.8%
COc1ccc(CCNC(=O)CS(=O)Cc2nc(-c3ccccc3F)oc2C)cc1OC (centres undefined),16%,2.6%
COc1cccc(CN(C)C(=O)c2cc(-c3cccs3)nc3ccccc23)c1,3%,1.2%
N#Cc1cccc(CSc2ncnc(N)n2)c1,17%,-0.5%
O=C(COc1ccc(Cl)cc1)N(Cc1ccc(F)cc1)C1CCS(=O)(=O)C1 (centres undefined),-9%,-0.4%
Cc1ccc(CNC(=O)CCSCc2cccc(F)c2)cc1,-2%,-0.2%
Cc1ccc(Cl)cc1N1CCN(S(=O)(=O)c2cn(C)cn2)CC1,4%,-1.3%

# The list continues:
SMILES,AID2073,HIV fusion peptide
O=C(CCc1ccccc1)NNC(=O)CCc1ccccc1,4%,0.4%
COc1ccc(/C(C)=N/NC(=O)CNC(=O)c2cccnc2)c(OC)c1,9%,-1.0%
Cc1ccc(CNC(=S)NC2CCC(C(C)(C)C)CC2)cc1 (centres undefined),0%,0.5%
COCC(=O)N1CCC(Oc2ccc(C(=O)NCc3cc(C(C)C)no3)cc2)CC1,-2%,0.0%
O=C(O)c1ccccc1-c1ccccc1C(=O)Nc1ccc(F)cc1,8%,1.5%
Cc1ccc(C)c(Cn2c3ccccc3c3cnn(CC(=O)NCCN4CCOCC4)c(=O)c32)c1,48%,2.6%
O=C(CCN1C(=O)S/C(=C\c2ccc(F)cc2)C1=O)Nc1ccc(O)cc1C(=O)O,5%,3.4%
Brc1ccccc1OCCCOc1cccc2cccnc12,29%,-0.3%
CC1(C)Cc2c(cnn2-c2ccccc2)C(NC(=O)CCc2ccc(=O)[nH]n2)C1 (centres undefined),12%,-1.6%
CCOc1ccc2oc(=O)cc(CN3CCN(Cc4ccccc4)CC3)c2c1,12%,-0.9%
CCCc1cc(=O)oc2cc(OC(C)C(=O)NC3CC(C)(C)NC(C)(C)C3)ccc12 (centres undefined),8%,1.3%
CC(OC(=O)Cc1ccc(Br)cc1)C(=O)NC1CCCCC1C (centres undefined),-10%,0.8%
COc1cccc(CNC(=O)CCN2C(=O)[C@@H]3Cc4ccccc4CN3C2=O)c1,13%,-1.5%
Cc1ccc(C(=O)NCCc2ccccc2)cc1,0%,3.3%
COc1ccccc1NC(=O)C(C)N(C)Cc1ccc(Cl)s1 (centres undefined),-2%,-0.6%
COc1ccc(OC)c(/C=N/NC(=S)NCCc2ccccc2)c1,-6%,-1.5%
FC(F)(F)c1ccccc1-c1nc(-c2ccncc2)no1,-5%,3.4%
CCOc1ccc(/C=N/NC(=O)C(=O)N2CCCCCC2)c2ccccc12,10%,-0.8%
COc1ccc(NC(=O)CSc2n[nH]c(=O)n2Cc2ccccc2)cc1Cl,5%,0.1%
COc1ccc(C(=O)NCC(=O)OCCCOC(=O)CNC(=O)c2ccc(OC)c(OC)c2)cc1OC,5%,-1.4%
COc1ccc(N2CCN(C(=O)c3cc(C)oc3C)CC2)cc1,2%,0.2%
CCCC(=O)C1=C(O)C(C(=O)OC)C(C)(C)CC1=NCc1ccccc1 (centres undefined),9%,1.2%
O=C(NCCCCNC(=O)c1ccccc1Cl)c1ccccc1Cl,-3%,-1.2%
COc1ccc(C(=O)NC(CCSC)C(=O)N2CCCCCC2)cc1 (centres undefined),0%,-0.6%
CCOC(=O)c1cccc(NC(=O)CCCn2c(=O)c3cccn3c3cccnc32)c1,9%,-2.8%
CCC(C(=O)Nc1ccc2[nH]ncc2c1)c1ccccc1 (centres undefined),3%,-0.7%
C=C(C)CN(CC)C(=O)Cn1cnc2c(oc3ccccc32)c1=O,12%,-0.1%
Cc1csc(CN(C)C(=O)CC2C(=O)NCCN2Cc2ccc(Cl)c(F)c2)n1 (centres undefined),4%,-2.2%
C=CCNC(=S)NNc1nc2sc3c(c2c(=O)[nH]1)CC(C)(C)OC3,-22%,-0.7%
CC(C)Sc1ncnc2c1cnn2-c1ccccc1,8%,-1.2%
O=C(NCc1ccccc1)c1cc2ccc(O)cc2oc1=O,22%,1.9%
Cn1c(SCC(=O)Nc2ccc(N3CCOCC3)cc2)nnc1-c1ccco1,5%,-1.8%
CC(C(=O)O)N1c2cccc3cccc(c23)S1(=O)=O (centres undefined),23%,-0.5%
CC1=NN(C(=O)c2ccccc2Cl)C(O)(c2ccccc2)C1 (centres undefined),-1%,-3.2%
CCOC(=O)C1CCCN(C(=O)c2ccc3nc(-c4ccccc4)c(-c4ccccc4)nc3c2)C1 (centres undefined),0%,0.3%
CCOC(=O)C1CCCN(C(=O)c2cc3c(=O)n4ccccc4nc3s2)C1 (centres undefined),33%,-0.3%
Cc1cccc(NC(=O)c2c(O)c3ccccc3n(C)c2=O)c1,12%,6.0%
Cc1ccc(S(=O)(=O)c2nnn3c2nc(N2CCC(C(N)=O)CC2)c2ccccc23)cc1,5%,0.7%
Cc1cc(C)cc(NC(=O)CSc2nc3ccccc3nc2N2CCCCC2)c1,27%,2.3%
CCN(C(=O)c1cc([N+](=O)[O-])ccc1NCc1cccnc1)c1ccccc1,-3%,0.1%
Cc1ccc(C(=O)NCCN2CCN(C(=O)c3ccc(C)c(C)c3)CC2)cc1C,-2%,1.3%
Cc1cc(C)cc(NC(=O)c2ccc(NC3=NC4CS(=O)(=O)CC4S3)cc2)c1 (centres undefined),-1%,-1.0%
Cc1[nH]c2ccccc2c1C(=O)C(=O)NC1CC1,8%,1.0%
CCCn1nc(NC(C)=O)c2cc3cccc(C)c3nc21,24%,-1.8%
CCOc1ccc(S(=O)(=O)Nc2ccccc2C(=O)N2CCOCC2)cc1,-2%,-1.2%
COc1cccc(C(=S)N2CCOCC2)c1OS(=O)(=O)c1ccc(Cl)cc1,-10%,0.8%
Cc1ccc(NC(=O)CN(C)C(=O)c2cccnc2Nc2cccc(C(F)(F)F)c2)cc1,0%,3.6%
CCN1CCN(C(=O)C2CCC(=O)N(Cc3cccc(C(F)(F)F)c3)C2)CC1 (centres undefined),3%,-0.8%
CN(C(=O)Cn1nnc2ccccc2c1=O)C1CCCCC1,-4%,0.7%
O=C1CCC([N+](=O)[O-])C(c2ccccc2Br)N1 (centres undefined),18%,-2.1%

# Additional entries.
SMILES,AID2073,HIV fusion peptide
C=CCn1c(SCC(=O)N2CCOCC2)nnc1C(C)NC(=O)c1ccccc1 (centres undefined),7%,-2.1%
C/C(=N\NC(=O)c1cc(-c2cccc(OC(C)C)c2)nc2ccccc12)c1cccnc1,15%,-2.3%
COc1ccc2[nH]c(C(=O)N/N=C/c3ccc(OC)c(O)c3)cc2c1,6%,-0.9%
Cc1nc2ccc(NC(=O)c3cnc(Cl)c(Cl)c3)cc2s1,19%,1.0%
O=C(COc1ccccc1)Nc1cc(Cl)ccc1Cl,4%,-0.2%
CCCCNc1ccc(C(CC(N)=O)NC(=O)c2cc(C)cc(C)c2)cc1[N+](=O)[O-] (centres undefined),3%,3.4%
COc1ccc(-c2cc3ccc(OCC(N)=O)cc3oc2=O)cc1OC,21%,-0.5%
C/C(=N/NC(=O)NC12CC3CC(CC(C3)C1)C2)c1ccccc1,-3%,-2.7%
CC(=O)Nc1ccc(NC(=O)CSc2cn(CC(=O)N3CCOCC3)c3ccccc23)cc1,11%,1.8%
CC1CCCN(S(=O)(=O)c2ccc(C(=O)Nc3sc4c(c3C(N)=O)CCN(C)C4)cc2)C1 (centres undefined),0%,0.5%
Cc1ccc2c(CN3CCOCC3)cc(=O)oc2c1C,20%,-0.6%
CN1CCN(CC(=O)Nc2ccc(S(=O)(=O)N(C)C)cc2)CC1,7%,1.2%

# Assay outcomes: PubChem BioAssay, Sanford-Burnham Center for Chemical Genomics
